Screens from PubChem BioAssay.
Mdm2 MdmX PPI = inhibitors of human Mdm2/MdmX interaction | inhibition, % at 8 µM | O15151+Q00987 | actives 3% (n = 330,000) | SaOS-2 split-luciferase Mdm2/MdmX complementation, luminescence;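 active means inhibition of at least 50% at 8 µM in the primary screen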
Target sequence (O15151 whole entry, looked up): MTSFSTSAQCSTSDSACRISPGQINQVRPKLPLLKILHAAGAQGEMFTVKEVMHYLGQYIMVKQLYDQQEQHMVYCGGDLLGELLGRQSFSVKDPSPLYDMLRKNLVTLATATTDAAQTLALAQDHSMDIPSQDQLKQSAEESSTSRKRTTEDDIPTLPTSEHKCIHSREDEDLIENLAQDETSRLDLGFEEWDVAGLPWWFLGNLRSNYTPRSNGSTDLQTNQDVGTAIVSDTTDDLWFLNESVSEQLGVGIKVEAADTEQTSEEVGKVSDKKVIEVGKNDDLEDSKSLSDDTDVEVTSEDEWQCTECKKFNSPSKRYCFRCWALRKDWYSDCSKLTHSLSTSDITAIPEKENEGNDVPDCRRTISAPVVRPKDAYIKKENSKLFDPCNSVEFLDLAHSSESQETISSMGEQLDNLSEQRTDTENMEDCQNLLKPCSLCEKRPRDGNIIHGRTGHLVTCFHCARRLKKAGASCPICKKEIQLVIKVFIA
Target sequence (Q00987 whole entry, looked up): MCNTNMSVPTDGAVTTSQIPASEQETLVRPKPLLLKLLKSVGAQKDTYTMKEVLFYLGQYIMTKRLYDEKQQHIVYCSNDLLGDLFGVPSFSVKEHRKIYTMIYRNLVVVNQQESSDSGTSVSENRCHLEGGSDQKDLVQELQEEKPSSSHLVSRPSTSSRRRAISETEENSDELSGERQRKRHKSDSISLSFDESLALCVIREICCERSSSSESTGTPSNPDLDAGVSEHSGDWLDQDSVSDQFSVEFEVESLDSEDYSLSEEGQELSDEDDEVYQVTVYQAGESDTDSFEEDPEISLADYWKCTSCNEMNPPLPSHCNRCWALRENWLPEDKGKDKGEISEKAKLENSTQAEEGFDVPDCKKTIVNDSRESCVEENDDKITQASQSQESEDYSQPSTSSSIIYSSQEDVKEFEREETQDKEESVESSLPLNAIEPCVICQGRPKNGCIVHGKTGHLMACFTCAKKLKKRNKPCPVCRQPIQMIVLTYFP
APJ antag = antagonists of human APJ apelin receptor | actives 0.32% (n = 330,000) | inhibition, % at 20 µM | CHO-K1 APJ beta-arrestin complementation, luminescence | P35414;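 active means inhibition above about 40% at 20 µM, limit read from the data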;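 further: cells challenged with 10 nM apelin-13 agonist together with compound; plate controls were apelin-13 plus DMSO wells for no effect and DMSO wells lacking apelin-13 for full effect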
CHOP UPR activ = apoptotic UPR (CHOP) activation. activation, % at 10 µM. CHO-CHOP luciferase reporter, luminescence; percent of tunicamycin response over DMSO baseline. actives 0.34% (n = 330,000);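 active means at 10 µM dose, activation of 40% or more, normalized to positive control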;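 further: 100% = tunicamycin at 10 µg/mL and 0% = DMSO alone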
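Evaluation: % reporter activation, DMSO baseline versus tunicamycin full activation; System: CHO-CHOP luciferase reporter cell line; Input: 500 cells/well; Incubation: 6 h compound treatment, 37 °C; Measured by: Steady-Glo luciferase luminescence; Dosing: one dose, 10 µM in 0.5% DMSO; Buffer or medium: F12 medium, 10% FBS; Benchmarks: positive tunicamycin 10 µg/mL, negative DMSO alone.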
tim23-1 inh = tim23-1 yeast growth inhibition | S. cerevisiae tim23-1 growth, BacTiter-Glo luminescence, 24 h | inhibition, % at 20 µM | actives 1.3% (n = 330,000);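 active means growth inhibition of the mutant yeast at or above 50%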;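 further: temperature-sensitive mutant grown at 25 °C; plate controls were DMSO-treated mutant yeast for no effect and medium wells lacking yeast for full effect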
APJ ag = APJ receptor agonism; P35414; AID 2520; CHO-K1 APJ PathHunter beta-arrestin, luminescence; 0% DMSO wells, 100% apelin; actives 0.11% (n = 330,000); activation, % at 20 µM;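 active means activation more than six SD over the plate average, tested at 20 µM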;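 further: 0% = DMSO alone and 100% = apelin-13 at 10 nM; some results filed as inactive read as strong as hits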
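Assay system: CHO-K1 cells stably expressing ProLink-tagged human APJ and arrestin–beta-gal acceptor. Compound dosing: 20 µM single point, 1% DMSO. Times: 16-18 h seeding, 90 min dark compound exposure, 60 min detection. Detection: beta-gal luminescence. Evaluation: APJ–arrestin association signal. Controls: negative DMSO alone, positive Apelin-13 at 10 nM.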
tim10-1 inh = growth inhibitors of tim10-1 mutant yeast; S. cerevisiae tim10-1 ts strain growth, BacTiter-Glo, 24 h; inhibition, % at 20 µM; actives 2.2% (n = 330,000);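 active means inhibition of at least 40%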;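 further: mutant grown at 25 °C; 0% = DMSO wells with yeast and 100% = wells holding no yeast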
UPR XBP1 act = activators of adaptive arm of unfolded protein response (XBP1); actives 0.33% (n = 330,000); CHO-XBP1 luciferase reporter, IRE1-XBP1 UPR activation, luminescence; percent of tunicamycin response, DMSO as zero; activation, % at 20 µM;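 active means versus positive control, 20 µM dose yields 30% or more activation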;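 further: 100% = tunicamycin at 10 µg/mL and 0% = DMSO only wells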
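Assay system: IRE1-XBP1 luciferase reporter CHO line. Input: 1000 cells/well. Buffer or medium: F12 with 10% serum. Doses: 20 µM, 1% DMSO. Times: overnight seeding at 37 °C, 6 h compound treatment at 37 °C. Technique: Steady-Glo luciferase glow luminescence, 10 min after reagent addition.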
TIM10 inh = TIM10 yeast growth inhibition. S. cerevisiae TIM10 strain growth, BacTiter-Glo luminescence, 24 h. inhibition, % at 10 µM. actives 1.4% (n = 330,000). AID 463195;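 active means inhibition of 40% or more at the single tested concentration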;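 further: wild-type TIM10 isogenic control strain grown at permissive 25 °C; 0% = DMSO yeast wells and 100% = minimal medium wells without yeast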
CXCR6 inh = inhibitors of human CXCR6 receptor. inhibition, % at 20 µM. actives 0.36% (n = 360,000). CHO-K1 PathHunter CXCR6 beta-arrestin, luminescence. AID 602244. O00574; in the data active means inhibition above about 34%, passing the limit was not always enough;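 further: antagonist mode with CXCL16 agonist at 10 nM final; 0% = 10 nM CXCL16 with DMSO and 100% = unstimulated wells without agonist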
An asterisk follows results filed as active.

SMILES	Mdm2 MdmX PPI	APJ antag	CHOP UPR activ	tim23-1 inh	APJ ag	tim10-1 inh	UPR XBP1 act	TIM10 inh	CXCR6 inh
Cc1noc(C)c1CCC(=O)N1CCCC(CO)(Cc2ccccc2)C1 (configuration not stated)	-31	-24	10	0	4	-14	5	9	-1
COCCCNc1nc2ccccc2nc1NS(=O)(=O)c1cccs1	6	16	0.0	2	-4	36	-2	-8	2
CN(C)c1ccc(NC(=O)CCCc2ccccc2)cc1	-132	-9	4.4	20	2	-15	2	-20	-11
Cc1ccc(C)c(Cn2c(C(=O)OC(C)C)cc3c2ccn3C)c1	9	24	1.2	12	-5	16	1	11	0
CCc1nc2sc3c(c2c(=O)n1CCO)CCC3	15	4	1.0	10	-1	2	1	-2	-17
CC(C)(C)OC(=O)C[C@H]1C/C=C\C[C@@H](CC(=O)N(CCO)Cc2ccccc2)C(=O)N[C@H](C(C)(C)C)COC1=O	-8	16	0.9	13	0	10	2	0	4
C=CCn1c(-c2cccnc2)n[nH]c1=S	0	-1	1.9	4	5	9	-1	-8	-1
CCc1ccc(/C=C(/C#N)C(N)=S)s1	8	11	0.7	30	-4	27	4	15	1
COc1cccc(NC(=O)Cc2c(O)c3ccccc3[nH]c2=O)c1	15	12	-1.7	-10	-3	-3	-4	-2	-8
COc1ccc(OCCCC(=O)NCCc2ccccc2)cc1	10	5	-1.8	8	-3	13	-2	0	9
O=C(NCC(=O)N1CCOCC1)c1ccc(Br)o1	-22	-6	8.3	15	-3	29	1	3	3
CC(C)(C)NC(=S)Nc1cccc(C(F)(F)F)c1	18	13	-1.5	-7	-1	32	-1	19	3
CCCNS(=O)(=O)c1ccc(OCC(=O)Nc2ccc3c(c2)OCCO3)c(C)c1	-5	-42	-0.7	6	8	8	-2	2	-2
CCn1ccnc1[C@@H]1C[C@H]2CN(Cc3ccccc3OC)C(=O)[C@]23CCCN13	-3	9	-1.2	10	-7	10	2	2	6
COc1cc([N+](=O)[O-])cc(/C=N/NC(=O)C(C)Nc2ccccc2C)c1O (configuration not stated)	51*	13	0.6	6	-3	8	-1	6	25
COc1ccc(-n2c(C)cc(C(=O)CCl)c2C)cc1	100*	11	564*	44	1	-42	42*	3	-8
Cc1ccc(O)c(NC(=O)C2CC(c3ccc(F)cc3)=NO2)c1 (configuration not stated)	27	11	4.8	-3	-2	-16	-1	1	1
CC(=O)c1cccc(NC(=O)c2c(C)nn(-c3ccccc3)c2Cl)c1	9	9	2.6	21	-2	30	1	22	-2
O=C(CCNS(=O)(=O)c1ccccc1F)NCc1ccc2c(c1)OCO2	-10	3	0.9	-1	1	10	0	-5	-1
NS(=O)(=O)c1cccc(NS(=O)(=O)c2ccc(/C=C/C(=O)O)cc2)c1	-24	-14	2.5	0	-8	-8	0	-8	-4
O=C(NCc1ccccn1)c1cc2ccccn2n1	-2	1	-0.7	3	-3	-6	-2	2	0
CC(C)Cc1cc(C(=O)O)c2ccccc2n1	-20	6	0.5	15	-5	4	1	3	-7
COc1ccc(S(=O)(=O)N(C)C[C@H]2Oc3ccc(NC(=O)Nc4ccc5c(c4)OCO5)cc3C(=O)N([C@H](C)CO)C[C@@H]2C)cc1	15	5	-0.7	9	-3	2	-3	-1	-13
COc1ccc(NC(=O)Cn2c(=O)oc3ccccc32)cc1	-6	21	-0.6	7	-2	-14	-4	-1	0
Cc1n[nH]c(=O)c2ccccc12	-1	17	-1.6	6	-4	-6	-2	-7	-1
N#C/C(=C/c1ccc(F)cc1)S(=O)(=O)c1ccccc1	25	-13	0.4	17	-3	18	-3	3	-4
CCc1c(C)nc2ncnn2c1N1CCC(C(=O)Nc2ccccc2)CC1	5	-13	-0.7	21	-3	1	-2	-1	1
CN(CC(=O)Nc1ccc(Cl)cc1)C(=O)CCC1CCCC1	11	17	1.8	-14	-7	-22	0	-4	4
O=C(NCC1CCCCC1)C1(CC2CC(c3cccc(Br)c3)=NO2)CCNCC1 (configuration not stated)	79*	9	-1.7	16	-5	13	4	12	5
Cc1ccccc1-n1c(=O)c2ccccc2n(CC(=O)NCc2ccco2)c1=O	28	9	0.9	4	-2	5	-3	-16	8

Ordered by value in CXCR6 inh (ascending): three of the compounds above
molecule | Mdm2 MdmX PPI | APJ antag | CXCR6 inh
CN(C)c1ccc(NC(=O)CCCc2ccccc2)cc1 | -132 | -9 | -11
Cc1ccc(O)c(NC(=O)C2CC(c3ccc(F)cc3)=NO2)c1 (configuration not stated) | 27 | 11 | 1
COCCCNc1nc2ccccc2nc1NS(=O)(=O)c1cccs1 | 6 | 16 | 2

Arranged by heavy-atom count (falling): 15 of the compounds above
SMILES	Mdm2 MdmX PPI	APJ antag	CHOP UPR activ	tim23-1 inh	APJ ag	tim10-1 inh	UPR XBP1 act	TIM10 inh	CXCR6 inh
COc1ccc(S(=O)(=O)N(C)C[C@H]2Oc3ccc(NC(=O)Nc4ccc5c(c4)OCO5)cc3C(=O)N([C@H](C)CO)C[C@@H]2C)cc1	15	5	-0.7	9	-3	2	-3	-1	-13
Cc1ccccc1-n1c(=O)c2ccccc2n(CC(=O)NCc2ccco2)c1=O	28	9	0.9	4	-2	5	-3	-16	8
CCn1ccnc1[C@@H]1C[C@H]2CN(Cc3ccccc3OC)C(=O)[C@]23CCCN13	-3	9	-1.2	10	-7	10	2	2	6
COc1cc([N+](=O)[O-])cc(/C=N/NC(=O)C(C)Nc2ccccc2C)c1O (configuration not stated)	51*	13	0.6	6	-3	8	-1	6	25
Cc1noc(C)c1CCC(=O)N1CCCC(CO)(Cc2ccccc2)C1 (configuration not stated)	-31	-24	10	0	4	-14	5	9	-1
CC(=O)c1cccc(NC(=O)c2c(C)nn(-c3ccccc3)c2Cl)c1	9	9	2.6	21	-2	30	1	22	-2
COc1cccc(NC(=O)Cc2c(O)c3ccccc3[nH]c2=O)c1	15	12	-1.7	-10	-3	-3	-4	-2	-8
Cc1ccc(O)c(NC(=O)C2CC(c3ccc(F)cc3)=NO2)c1 (configuration not stated)	27	11	4.8	-3	-2	-16	-1	1	1
COc1ccc(NC(=O)Cn2c(=O)oc3ccccc32)cc1	-6	21	-0.6	7	-2	-14	-4	-1	0
CN(C)c1ccc(NC(=O)CCCc2ccccc2)cc1	-132	-9	4.4	20	2	-15	2	-20	-11
O=C(NCc1ccccn1)c1cc2ccccn2n1	-2	1	-0.7	3	-3	-6	-2	2	0
O=C(NCC(=O)N1CCOCC1)c1ccc(Br)o1	-22	-6	8.3	15	-3	29	1	3	3
CC(C)Cc1cc(C(=O)O)c2ccccc2n1	-20	6	0.5	15	-5	4	1	3	-7
C=CCn1c(-c2cccnc2)n[nH]c1=S	0	-1	1.9	4	5	9	-1	-8	-1
CCc1ccc(/C=C(/C#N)C(N)=S)s1	8	11	0.7	30	-4	27	4	15	1

New compounds follow
SMILES	Mdm2 MdmX PPI	APJ antag	CHOP UPR activ	tim23-1 inh	APJ ag	tim10-1 inh	UPR XBP1 act	TIM10 inh	CXCR6 inh
CC(=O)N1CN(C2CCS(=O)(=O)C2)Cc2c1sc1c2CCCC1 (configuration not stated)	12	6	-2.5	13	0	12	0	-3	-4
CN(Cc1ccccc1Cl)C(=O)c1cc2ccccc2o1	-3	9	3.2	20	-5	-4	5	13	10
COc1ccc(NC(=O)C2CCN(C(=O)c3ccccc3)CC2)cc1OC	-5	-8	0.7	16	-1	14	-3	18	2
CN(C)CCCC1(O)c2ccccc2C=Cc2ccccc21	3	0	2.9	3	-1	6	-1	3	3
COc1cccc(CC2(CO)CCN(C(=O)NC3CCCCC3)CC2)c1	5	12	3.2	-5	-1	10	-1	16	-6
Cc1cccc(OCCSc2ncnc3nc[nH]c23)c1	36	1	1.9	-3	-1	-2	2	12	-2
CC(OC(=O)c1ccc(O)cc1)C(=O)Nc1ccc(Oc2ccccc2)cc1 (configuration not stated)	30	-3	0.2	9	3	6	0	12	-3
CCCC(C)NC(=O)CSCc1ccc(OC)cc1 (configuration not stated)	27	-12	-0.3	11	-3	1	-1	-7	-2
Cc1cnnn1-c1ccc(C(=O)CCl)cc1	-5	15	132*	28	-5	20	-7	22	9
O=C(NC(=S)N1CCc2ccccc21)C1CCC1	-10	-8	0.5	7	-3	4	0	5	-1
CCc1cc2c(=O)c(-c3nc4ccccc4n3C)c(C)oc2c(CN2CCN(CCO)CC2)c1O	15	11	0.1	13	-6	15	5	13	-6
CC(C)(C)NS(=O)(=O)c1ccc(-c2csnn2)s1	1	-5	-1.0	17	2	15	-1	9	-12
COc1ccc(N2C(=O)C3C4C=CC(C4)C3C2=O)c(OC)c1 (configuration not stated)	12	0	-2.0	3	-2	0	0	4	-7
Cc1cc2c(c(=O)n1Cc1ccccn1)C(c1ccc3c(c1)OCO3)C(C#N)=C(N)O2 (configuration not stated)	19	15	-2.6	-25	-4	6	2	-6	-2
COc1cc(OC)cc(-c2c(-c3cccs3)c3cc(-c4cccc5[nH]ccc45)ccc3n2C)c1	18	10	1.8	26	0	17	-2	4	-3
C=CCn1c(SC2CCOC2=O)nc2sc(CC)cc2c1=O (configuration not stated)	14	16	1.9	5	-2	1	-2	-26	3
NS(=O)(=O)c1ccc(-c2ccc(/C=C3\SC(=S)N(C4CCS(=O)(=O)C4)C3=O)o2)cc1 (configuration not stated)	14	5	-1.7	20	2	25	-6	6	4

These rows are one share of the data; the hit share may differ from the screen's.
